E-sel inducer: E-selectin induction in HUVECs, primary screen, imaging, HUVEC, immunofluorescence imaging, single point. actives 0.37% (n = 260,000). normalized: neutral wells 0, TNF-alpha wells 100. AID 686992, 2013. P16581. activation, % at 7.58 µM;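 active means mean E-selectin-positive cell signal at least 10% of the positive control, reached in at least 60% of replicates, without over 20% cell loss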;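 further: in these data hits start at about 27%; measured in HUVEC primary endothelial cells; signal is the percent of cells scored E-selectin positive by PE staining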
Target sequence (P16581 whole entry, looked up): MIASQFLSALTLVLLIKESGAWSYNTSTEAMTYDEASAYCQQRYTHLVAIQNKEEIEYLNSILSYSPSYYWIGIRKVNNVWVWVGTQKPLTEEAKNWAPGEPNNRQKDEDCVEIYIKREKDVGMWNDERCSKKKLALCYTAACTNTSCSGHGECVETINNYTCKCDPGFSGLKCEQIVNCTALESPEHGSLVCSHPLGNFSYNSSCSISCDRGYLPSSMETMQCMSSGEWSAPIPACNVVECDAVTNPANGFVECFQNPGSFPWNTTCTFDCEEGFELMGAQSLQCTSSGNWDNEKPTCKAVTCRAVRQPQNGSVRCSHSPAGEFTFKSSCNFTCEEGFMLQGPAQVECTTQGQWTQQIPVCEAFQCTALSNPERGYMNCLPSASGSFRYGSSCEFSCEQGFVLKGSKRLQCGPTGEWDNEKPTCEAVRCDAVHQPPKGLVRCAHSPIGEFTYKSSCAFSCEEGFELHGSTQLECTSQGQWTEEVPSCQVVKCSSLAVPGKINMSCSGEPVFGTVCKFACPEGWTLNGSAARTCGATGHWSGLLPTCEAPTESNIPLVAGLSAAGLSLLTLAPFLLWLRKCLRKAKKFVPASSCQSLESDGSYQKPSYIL
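System: HUVEC, human umbilical vein endothelial cells; quantity: 3,000 cells/well; buffer or medium: EGM-2 medium, gelatin-coated wells; dosing: single-point compound dose; detection: immunofluorescence imaging; evaluation: % PE-positive cells; benchmarks: TNF-alpha, DMSO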
Active calls of the source: *. Not all compounds are listed; the hit share may differ from the screen's.

nr | Molecule | E-sel inducer
1 | O=C(CCCCCn1c(=S)[nH]c2cc3c(cc2c1=O)OCO3)N1CCN(Cc2ccccc2)CC1 | 4.4
2 | CCN(Cc1ccccc1)c1ccc(/C=N/NC(=S)NC(C)C)cc1 | 0.0
3 | COc1cccc(/C=C/C(=O)OCC(=O)Nc2cccc(S(=O)(=O)N3CCCCC3)c2)c1OC | -0.5
4 | O=C(NC1CCCCC1)C1CCCN1C(=O)NCc1ccccc1 (stereo not drawn) | 0.4
5 | NC(=O)N(CCC(=O)O)c1ccccc1 | 0.1
6 | O=[N+]([O-])c1ccc(COc2cccc(CNc3ccc(Br)cc3)c2)cc1 | 11
7 | CC1CCc2sc(C(=O)OCC(=O)NCc3ccc(F)cc3)cc2C1 (stereo not drawn) | -0.3
8 | COc1cc(OC)cc(C(=O)NCCC(=O)NCCc2ccc(OC)c(OC)c2)c1 | -0.8
9 | O=C(NCc1ccc2c(c1)OCO2)c1ccc(CSCc2ccc(Cl)cc2)o1 | 0.2
10 | Cc1c(NC(=O)CSc2nnc(Nc3ccccc3)s2)c(=O)n(-c2ccccc2)n1C | 2.1

The list goes on:
nr | Molecule | E-sel inducer
11 | Cc1ccc(C(=O)NCCc2nnc3ccc(SCC(=O)Nc4c(C)cc(C)cc4C)nn23)cc1 | -0.2
12 | CCCCOc1ccc(/C(O)=C2/C(=O)C(=O)N(Cc3cccnc3)C2c2ccncc2)c(C)c1 (stereo not drawn) | 7.2
13 | COC(=O)c1nn(-c2ccc(C)cc2)c2nnc(Cc3ccccc3)c(=O)n12 | -0.6
14 | Cc1cc(Br)c(Cl)cc1NC(=O)CN1C(=O)C2C3CC(c4ccccc4)C(C3)C2C1=O (stereo not drawn) | 0.3
15 | Cc1cc2nnc(SCC(=O)Nc3cc(S(=O)(=O)N4CCOCC4)ccc3Cl)n2c2ccccc12 | 0.8
16 | COc1ccccc1Cn1c(/C=C/c2ccccc2)nc2ccccc21 | -0.8
17 | C[C@H](CO)N1C[C@H](C)[C@@H](CN(C)C(=O)Nc2cccc3ccccc23)Oc2ccc(NC(=O)Cc3ccccc3)cc2C1=O | 0.6
18 | Cc1cc(=O)oc2cc3c(cc12)OCCO3 | -0.5
19 | CC(=O)c1c(N2CCN(Cc3ccccc3)CC2)nc(=S)n(Cc2ccccc2)c1C | -1.6
20 | COc1ccc(NC(=O)Cn2c(=O)n(-c3ccc(OC)cc3OC)c(=O)c3c(C)c(C)sc32)cc1 | -1.5

In the list so far, these have a thiophene ring, fused or not.
nr | Molecule | E-sel inducer
7 | CC1CCc2sc(C(=O)OCC(=O)NCc3ccc(F)cc3)cc2C1 (stereo not drawn) | -0.3
20 | COc1ccc(NC(=O)Cn2c(=O)n(-c3ccc(OC)cc3OC)c(=O)c3c(C)c(C)sc32)cc1 | -1.5

4 of the compounds above, with each value named.
(18) Cc1cc(=O)oc2cc3c(cc12)OCCO3
  E-sel inducer: -0.5

(15) Cc1cc2nnc(SCC(=O)Nc3cc(S(=O)(=O)N4CCOCC4)ccc3Cl)n2c2ccccc12
  E-sel inducer: 0.8

(17) C[C@H](CO)N1C[C@H](C)[C@@H](CN(C)C(=O)Nc2cccc3ccccc23)Oc2ccc(NC(=O)Cc3ccccc3)cc2C1=O
  E-sel inducer: 0.6

(19) CC(=O)c1c(N2CCN(Cc3ccccc3)CC2)nc(=S)n(Cc2ccccc2)c1C
  E-sel inducer: -1.6

The results go on.
nr | Molecule | E-sel inducer
21 | Cc1ccc(-c2nnc(SCC(=O)Nc3cccc(C(=O)N4CCOCC4)c3)n2C)cc1 | 0.7
22 | CCN(CC)S(=O)(=O)c1ccc(N2CCOCC2)c(NC(=O)Cc2cccc3ccccc23)c1 | -0.2
23 | Cc1cccc(NC(=S)NCCc2c[nH]c3ccccc23)c1 | 0.3
24 | O=C(/C=C/c1cnc2ccccc2n1)NC1CCCCCC1 | 4.2
25 | O=C(/C=C/c1ccccc1Cl)N(Cc1ccc(Cl)cc1)C1CCS(=O)(=O)C1 (stereo not drawn) | 0.7
26 | CCCCNS(=O)(=O)c1ccc(S(=O)(=O)N2CCC3(CC2)OCCO3)cc1 | 1.4
27 | CC1=C(C(=O)OC2CCCCC2)C(c2cccs2)n2c(nc3ccccc32)N1 (stereo not drawn) | 7.2
28 | CCC(CO)NCc1cc(OC)c(OCC(=O)NCCc2ccccc2)cc1Br (stereo not drawn) | -0.2
29 | CCc1nnc(NS(=O)(=O)c2ccc(NC(=S)NC(=O)/C=C/c3ccc(OC)cc3)cc2)s1 | -1.0
30 | Cc1ccc(O)c(C2=Nc3ccccc3N=C(c3cccs3)C2)c1 | 0.1

Further structures follow.
nr | Molecule | E-sel inducer
31 | COc1ccccc1Nc1nc2nonc2nc1N1CCC(C)CC1 | -2.6
32 | Cc1nc(Oc2ccccc2)c2ccccc2n1 | -0.3
33 | CCCNC(=O)N1CC2(C1)CN(C(=O)CC)[C@@H](CO)c1[nH]c3cc(OC)ccc3c12 | 0.4
34 | NS(=O)(=O)c1ccc(NC(=S)NC2CCCCCC2)cc1 | 1.8
35 | CCn1c(/C(C#N)=N/O)nc2ccccc21 | -0.1
36 | COCc1cc(/C=N\NC(=O)Cc2ccc(Cl)cc2)ccc1OC | -0.2
37 | CCOC(=O)/C(C#N)=C/c1ccc(OCC(=O)Nc2ccc(C)c(C)c2)c(OC)c1 | -2.5
38 | Cc1ccc(OC2=NS(=O)(=O)c3ccccc32)cc1 | -0.7
39 | COc1cc(-c2nc3ccc4ccccc4c3c3c2CCC3)cc(OC)c1O | 1.2
40 | O=C(CC1S/C(=N/N=C/c2cccs2)NC1=O)Nc1ccc(Cl)c(Cl)c1 (stereo not drawn) | 1.1

Later entries:
nr | Molecule | E-sel inducer
41 | N#CC(C#N)=C1C=CC=CN1/C(=C\c1ccco1)C(=O)c1ccc(Br)cc1 | -0.3
42 | CCCn1nc([N+](=O)[O-])c(C(C#N)c2nc3ccccc3o2)c(Cl)c1=O (stereo not drawn) | 1.0
43 | COc1ccc(/C=C2/SC(=O)N(CC(O)Cn3c4ccccc4c4ccccc43)C2=O)cc1 (stereo not drawn) | -0.7
44 | Cc1cc(NC(=O)Cn2nnc(-c3ccccc3N)n2)no1 | 1.7
45 | O=C(c1ccc(S(=O)(=O)c2ccccc2)cc1)N1CCc2ccccc2C1 | -0.5
46 | C=CCCCCc1nc2ccccc2c(=O)n1N | -0.7
47 | CCOc1ccc(NC(=O)[C@@H](NC(=O)OCc2ccccc2)[C@@H](C)CC)cc1 | -2.2
48 | Cc1cccc(NC(=O)/C(=C\c2ccco2)NC(=O)c2ccccc2)c1 | -0.7
49 | CCOC(=O)C(NC(=O)CCl)(Nc1sc(C)c(CC)c1C#N)C(F)(F)F (stereo not drawn) | 0.2
50 | O=S(=O)(Nc1ccc(O)c(Sc2nc3ccccc3s2)c1)c1cccc2ccccc12 | 3.3

Going on with the list:
nr | Molecule | E-sel inducer
51 | COc1ccc(/C=C(\NC(=O)/C=C/c2ccco2)C(=O)NCCc2nc3ccccc3[nH]2)cc1 | 1.1
52 | NNC(=O)c1cc2ccccc2cc1O | -0.2
53 | CCOC(=O)c1csc(NNC=O)n1 | -0.3
54 | COc1cc(/C=C(\C#N)C(=O)Nc2cccc3ncccc23)cc(OC)c1OC | 6.5
55 | COCC(C)n1c(C)cc(C(=O)CSc2cc(C)c3ccccc3n2)c1C (stereo not drawn) | 1.7
56 | COCCCNCCOc1ccc(C)cc1[N+](=O)[O-] | -0.5
57 | CC(C)NCCCCOc1cccc(Br)c1 | -0.4
58 | CCOC(=O)c1c(C)[nH]c(C(=O)COC(=O)CNC(=O)c2ccccc2Cl)c1C | 0.4
59 | CC(Nc1cc(N2CCOCC2)ccc1[N+](=O)[O-])c1ccccc1 (stereo not drawn) | 0.0
60 | COc1ccc(CC(=O)Nc2ccc(C(=O)NC(C)(C)C)cc2)cc1 | -0.6

Along the list, from the results shown.
E-sel inducer, entries 26–30: 1.4, 7.2, -0.2, -1.0, 0.1

The list goes on:
nr | Molecule | E-sel inducer
61 | COC(=O)c1cc(C(=O)Nc2ccc(S(=O)(=O)NC(C)(C)C)cc2)cc([N+](=O)[O-])c1 | -0.3
62 | CC(NC(=O)c1ccc(Cn2cc([N+](=O)[O-])cn2)cc1)c1ccccc1 (stereo not drawn) | -2.4
63 | CCNC(=O)[C@H]1[C@H](CO)[C@H]2Cn3c(cccc3=O)[C@H]2N1CC1CCCCC1 | 0.5
64 | CC(=O)Nc1ccc(S(=O)(=O)N2CCN(CCCOc3ccccc3Cl)CC2)cc1 | -0.6
65 | C[C@H](CO)N1C[C@H](C)[C@H](CN(C)C(=O)NC2CCCCC2)Oc2ccc(NC(=O)CCCCCC(=O)Nc3ccccc3N)cc2C1=O | 0.0
66 | O=C(NCCN1C(=O)S/C(=C\c2ccccc2)C1=O)c1cc(S(=O)(=O)N2CCOCC2)c(Cl)cc1Cl | 1.6
67 | Cc1ccc(NC(=O)CSc2ccc3nnc(CCNC(=O)c4ccccc4)n3n2)c(C)c1 | 4.7
68 | COc1ccc(CN2CCN(c3ccc(F)cc3)CC2)c(OC)c1OC | -0.7
69 | CC(=O)NC(=S)Nc1ccc(NC(=O)c2cccs2)cc1 | 1.9
70 | CCCc1cc(=O)[nH]c(SCC(=O)c2[nH]c(C)c(C(=O)OCC)c2C)n1 | -0.5

Next part (seven carried over from the part before).
nr | Molecule | E-sel inducer
64 | CC(=O)Nc1ccc(S(=O)(=O)N2CCN(CCCOc3ccccc3Cl)CC2)cc1 | -0.6
65 | C[C@H](CO)N1C[C@H](C)[C@H](CN(C)C(=O)NC2CCCCC2)Oc2ccc(NC(=O)CCCCCC(=O)Nc3ccccc3N)cc2C1=O | 0.0
66 | O=C(NCCN1C(=O)S/C(=C\c2ccccc2)C1=O)c1cc(S(=O)(=O)N2CCOCC2)c(Cl)cc1Cl | 1.6
67 | Cc1ccc(NC(=O)CSc2ccc3nnc(CCNC(=O)c4ccccc4)n3n2)c(C)c1 | 4.7
68 | COc1ccc(CN2CCN(c3ccc(F)cc3)CC2)c(OC)c1OC | -0.7
69 | CC(=O)NC(=S)Nc1ccc(NC(=O)c2cccs2)cc1 | 1.9
70 | CCCc1cc(=O)[nH]c(SCC(=O)c2[nH]c(C)c(C(=O)OCC)c2C)n1 | -0.5
71 | CSCCC(NC(=O)c1ccc(Cl)cc1)C(=O)OCC(=O)Nc1cc(Cl)ccc1C#N (stereo not drawn) | -0.2
72 | C[C@@H]1CN([C@@H](C)CO)C(=O)c2cc(NC(=O)CCCCCC(=O)Nc3ccccc3N)ccc2O[C@H]1CN(C)CC1CCCCC1 | -0.1
73 | O=C(CC(=O)c1ccccc1)Nc1cccnc1Cl | -0.8
74 | Cc1ccn2cc(-c3cccc(NC(=O)c4ccccc4)c3)nc2c1 | -1.4
75 | O=C(Oc1ccc(OC(=O)c2ccco2)c(S(=O)(=O)c2ccc(Cl)cc2)c1)c1ccco1 | -0.1
76 | COc1cc(C(=O)NC(=S)Nc2ccc(NC(=O)c3ccco3)cc2)cc(OC)c1OC | -0.1
77 | Cc1ccc(N2NC(C)(c3cccs3)NC2=S)cc1 (stereo not drawn) | -2.5
78 | Cc1cc(N2CCOCC2)nc(-c2ccccc2O)n1 | 1.2
79 | CC(C)OCCCNC(=O)C1CCC(CNS(=O)(=O)c2ccc(Cl)cc2)CC1 (stereo not drawn) | -0.1
80 | COc1ccc(CNC(=O)CN(c2ccc(OC)cc2)S(=O)(=O)c2c(C)nn(C)c2C)cc1 | 0.1

Additional compounds.
nr | Molecule | E-sel inducer
81 | Cc1ccc(-c2nnc(Nc3ccc4c(c3)OCO4)c3ccccc23)cc1S(=O)(=O)NC(C)C | -0.7
82 | Cc1ccc(NC(=O)c2cccc(NC(=O)/C=C/c3ccco3)c2)cc1C | 2.4
83 | O=C(C(Cl)Cl)N1CCN(c2ccccn2)CC1 | 1.4
84 | O=C(CSc1nc2ccc([N+](=O)[O-])cc2[nH]1)c1ccc(Cl)cc1 | -0.1
85 | N#CC(C#N)=C1C=CC=CN1/C(=C\c1ccccc1Cl)C(=O)c1ccccc1 | 1.1
86 | COC(=O)C(NNc1ccc(F)cc1)(NC(=O)c1ccccc1)C(F)(F)F (stereo not drawn) | -0.7
87 | C[C@H]1CN([C@@H](C)CO)C(=O)c2cccc(NC(=O)CCCCCC(=O)Nc3ccccc3N)c2O[C@@H]1CN(C)C(=O)NC1CCCCC1 | 0.1
88 | COc1ccc(C(CNc2ccc(S(=O)(=O)N3CCCC3)cc2[N+](=O)[O-])N2CCCC2)cc1 (stereo not drawn) | 2.0
89 | O=C(NCc1ccccc1)c1cc2nc(C3CC3)cc(C(F)(F)F)n2n1 | 0.1
90 | COc1cc(C(=O)NCc2ccc(F)cc2)cc(Cl)c1OC | 0.0

(further entries)
nr | Molecule | E-sel inducer
91 | O=C(NC(=S)Nc1ccc(NC(=O)c2cccs2)cc1)c1cc2ccccc2o1 | 1.3
92 | CC(=O)NC(=S)Nc1ccccc1C(=O)Nc1ccccc1 | 0.1
93 | COc1ccc(-c2nc(NC(=O)c3ccc(OCC(=O)N4CCOCC4)c(OC)c3)sc2C)cc1 | 1.5
94 | O=C(CN1CCc2ccccc21)NCc1ccccc1Cl | 0.2
95 | Cn1c[n+](C)cc1-c1ccc(/C(N)=N/O)cc1 | -0.2
96 | Cc1ccc2nc(C)c(C(=O)N/N=C/c3ccco3)cc2c1 | 1.1
97 | CC1=[N+]([O-])C(C)(C)C(c2ccc(Br)cc2)=[N+]1[O-] | 0.0
98 | COc1ccc(S(=O)(=O)N(C)C)cc1NS(=O)(=O)c1ccc(F)c(F)c1F | 0.2
99 | CCOC(=O)C1=C(C)C(c2ccccc2OC)NC(=S)N1 (stereo not drawn) | -1.7
100 | CCOC(=O)Cc1csc(/N=C/c2c(O)n(-c3ccc(C)c(C)c3)c(=O)c3ccccc23)n1 | -0.1

Screening results deposited in PubChem by Broad Institute.
